Bioassay records: PubChem BioAssay, Broad Institute
ERAP1 inh: human ERAP1 aminopeptidase inhibitors, primary screen, biochemical, single point, plate reader; 0.15% of 340,000 active; inhibition, % at 10.7 µM; AID 652197, 2013; recombinant ERAP1, Leu-AMC fluorescence, 60 min;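 active means mean replicate inhibition of at least 30%, or all replicates individually reaching that 30% level; inactive means mean below 30% and not every replicate reaching it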;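 further: 0% = neutral control wells and 100% = L-leucinethiol positive control wells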
Target sequence (Q9NZ08 whole entry, looked up): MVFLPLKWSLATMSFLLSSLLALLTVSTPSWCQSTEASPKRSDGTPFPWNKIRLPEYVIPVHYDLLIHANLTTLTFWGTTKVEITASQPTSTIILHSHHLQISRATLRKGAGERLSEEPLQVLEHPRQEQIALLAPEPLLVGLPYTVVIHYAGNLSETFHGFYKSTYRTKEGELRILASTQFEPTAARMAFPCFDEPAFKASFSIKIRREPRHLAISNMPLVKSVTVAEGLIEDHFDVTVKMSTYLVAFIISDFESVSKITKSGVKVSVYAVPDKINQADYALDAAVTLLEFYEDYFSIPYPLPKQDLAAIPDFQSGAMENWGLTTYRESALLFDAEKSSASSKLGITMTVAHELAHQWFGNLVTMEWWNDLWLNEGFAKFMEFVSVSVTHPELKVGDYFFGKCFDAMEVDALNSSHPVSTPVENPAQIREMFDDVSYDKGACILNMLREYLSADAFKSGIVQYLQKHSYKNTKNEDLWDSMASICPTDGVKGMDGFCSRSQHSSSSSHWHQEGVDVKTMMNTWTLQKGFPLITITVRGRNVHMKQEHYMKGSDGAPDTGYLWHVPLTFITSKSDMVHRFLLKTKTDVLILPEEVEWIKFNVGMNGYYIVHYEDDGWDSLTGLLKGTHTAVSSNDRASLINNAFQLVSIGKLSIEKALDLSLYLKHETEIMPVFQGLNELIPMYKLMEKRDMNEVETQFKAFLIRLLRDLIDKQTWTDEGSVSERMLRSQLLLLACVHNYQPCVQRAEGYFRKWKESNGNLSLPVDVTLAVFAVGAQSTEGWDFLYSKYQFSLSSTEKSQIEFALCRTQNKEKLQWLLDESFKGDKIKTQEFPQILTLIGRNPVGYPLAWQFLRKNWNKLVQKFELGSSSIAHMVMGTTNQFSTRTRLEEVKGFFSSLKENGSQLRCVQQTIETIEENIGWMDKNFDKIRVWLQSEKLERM
EWS-Fli inh: EWS/Fli-driven NR0B1 reporter inhibitors, primary screen, A673 cells, NR0B1 luciferase, luminescence, MLPCN library; viability-normalised; inhibition, % at 12.6 µM; AID 651661, 2012; 0.67% of 350,000 active;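 active means mean inhibition of at least 50% after viability correction, with every replicate also passing that limit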;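 further: firefly luciferase signal divided by Alamar Blue viability fluorescence both relative to DMSO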
S100A4 inh HTS: inhibitors of S100A4-myosin IIA peptide binding, primary screen, biochemical, fluorescence polarization, TAMRA-MyoIIA peptide | 0.14% of 360,000 active | inhibition, % at 10.7 µM | AID 652163, 2013;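 active means mean inhibition of at least 70% across replicates, with every replicate also reaching that level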
Target sequence (P26447 whole entry, looked up): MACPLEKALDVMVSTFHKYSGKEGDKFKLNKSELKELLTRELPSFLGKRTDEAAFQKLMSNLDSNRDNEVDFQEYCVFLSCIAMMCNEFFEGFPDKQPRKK
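incubation = readout 5 min after mixing, signal stable up to 60 min | system = S100A4 monomer protein | buffer or medium = HEPES pH 7.2 with CaCl2, KCl, NaCl, DTT, Triton | benchmarks = neutral control DMSO, positive control TFP | also added = fluorescent myosin IIA peptide, 5 nM | compound dosing = one concentration per compound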
PglD inh: C. jejuni PglD acetyltransferase inhibitors, primary screen, biochemical, DTNB colorimetric, single point | purified PglD enzyme, DTNB colorimetric CoA detection | inhibition, % at 12.5 µM | 0.098% of 360,000 active; in the data active means inhibition above about 16%, passing the limit was not always enough; further: strong numbers were not always called active
LGR2 antag: inhibitors of bursicon-induced LGR2 CRE-luciferase signal, primary screen, cell-based, HEK293, CRE-luciferase reporter, bursicon stimulation. inhibition, % at 9.99 µM. bursicon-stimulated, 4 h. Drosophila bursicon receptor LGR2 (rickets). 0.35% of 380,000 active;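 active means drop in luminescence signal, shown as inhibition above about 50% in the replicate tests, limit read from the data, passing the limit was not always enough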;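 further: agonist challenge used bursicon conditioned medium at about half maximal strength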
PGC1a acetyl inh: inhibitors of PGC1a acetylation signal, primary screen, cell-based, U2OS, AlphaScreen, inhibitor mode; inhibition, % at 15.6 µM; 0.17% of 350,000 active; AlphaScreen anti-acetyl-lysine; with virally co-expressed GCN5 acetyltransferase; AID 651687, 2012;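 active means every replicate shows inhibition of at least 40%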;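 further: 0% = neutral control wells and 100% = positive control wells; some results beyond the cut were filed as inactive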
PAX8 inh HTS: inhibitors of PAX8-driven TPO luciferase reporter, primary screen, RMG-I cells, single concentration; inhibition, % at 12.6 µM; SteadyGlo, 24 h; 1.2% of 360,000 active; AID 652154, 2013;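 active means mean replicate inhibition at least 60% with every replicate also reaching 60%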;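 further: luciferase light reporting Pax8 driven TPO promoter activity; plate controls were median of neutral control wells for no effect and mitoxantrone controls for full effect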
FN deposit inh: inhibitors of fibronectin matrix deposition, primary screen, AH1F cells, Alexa488-fibronectin fluorescence, plate reader. AID 743247, 2014. 0.086% of 350,000 active. inhibition, % at 12.6 µM. AH1F fibroblasts, overnight;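 active means mean inhibition across replicates of 30% or more, regardless of how many single replicates reach that level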;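 further: positive control wells lacked labelled fibronectin entirely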
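Test system: AH1F fibroblast monolayer depositing Alexa488-labelled fibronectin into matrix. Input: 10000 cells per well. Technique: fluorescence, ex 485 nm, em 525 nm. Buffer or medium: DMEM plus 2% serum, read in PBS. Timing: 1 h cell adhesion before compound, then overnight fibronectin incubation. Compound: single dose, pinned. Read-out basis: inhibition from reduced deposited-fibronectin fluorescence.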
An asterisk follows results filed as active; . = no result given; & = joins results of further samples.

Every second line gives: S100A4 inh HTS | PglD inh | ERAP1 inh | EWS-Fli inh | PAX8 inh HTS | LGR2 antag | FN deposit inh | PGC1a acetyl inh
- CC(C)CN(C(=O)COC(=O)c1ccc(Cl)nc1)c1c(N)n(Cc2ccccc2)c(=O)[nH]c1=O
 : 3 | -6 | 2 | 3 | 13 | -3 | 5 | 8
- CCN(CC)S(=O)(=O)c1cccc(C(=O)NNC(=O)c2ccc3[nH]c(=O)c(=O)[nH]c3c2)c1
 : -1 | 0 | 4 | . | -8 | 5 | -3 | 5
- O=C(c1ccc(F)cc1)C1CCN(C(=O)c2ccc(F)cc2)CC1
 : -4 | 1 | -1 | 2 | 8 | -1 | -6 | 3
- C[C@@H]1CN([C@H](C)CO)C(=O)c2cc(NS(=O)(=O)c3ccc(Cl)cc3)ccc2O[C@@H](C)CCCCO[C@@H]1CN(C)S(C)(=O)=O
 : -2 | -1 | -3 | -5 | -11 | -9 | -10 | -1
- C[C@H](CO)N1C[C@H](C)[C@H](CN(C)C(=O)Nc2ccc3c(c2)OCO3)Oc2ccc(NC(=O)Nc3ccc(F)cc3)cc2CC1=O
 : 12 | -4 | 0 | -3 | -7 | 8 | -10 | 10
- C[C@@H]1CCCCO[C@@H](CN(C)C(=O)Nc2ccc(F)cc2)[C@H](C)CN([C@H](C)CO)C(=O)c2cc(NS(=O)(=O)c3ccc(Cl)cc3)ccc2O1
 : -29 | 7 | -4 | 9 | 91* | 15 | 2 | 5
- S=C(c1cn(Cc2ccccc2)c2ccccc12)N1CCOCC1
 : 1 | . | -2 | 4 | 3 | 19 | 6 | 1
- O=C(c1ccc2c(c1)OCO2)N1C[C@H]2[C@@H](c3ccccc31)[C@@H](CO)N2CC1CCCC1
 : 6 | 3 | 2 | 0 | 19 | 5 | . | -18
- O=C(CN(c1ccccc1)S(=O)(=O)c1ccccc1)N1CCOCC1
 : -5 | -4 | -17 | 5 | -8 | 0 | -4 | 1
- CC(C)NC(=O)N1C[C@@H]2[C@H](c3ccccc31)[C@@H](CO)N2C(=O)c1ccccn1
 : -11 | 2 | 0 | -4 | -30 | -8 | . | -2
- O=C(N/N=C/C=C/c1ccccc1)c1ccncc1
 : . | -3 | . | . | -17 | -6 | -1 | .
- CO[C@H]1CC[C@H]2CCN(C)C(=O)CCCN(C)C(=O)c3cccc(C#N)c3OC[C@H]1O2
 : 46 | 0 | 1 | -1 | 0 | -9 | 0 | .
- CN(CCc1ccccc1)C(=O)CC1C(=O)NCCN1Cc1ccccn1 (centres undefined)
 : 16 | -1 | 5 | 3 | -1 | -12 | 2 | 0
- CC(C)NC(=O)C1(C)Cc2c(-c3cccc(C(F)(F)F)c3)ccnc2O1 (centres undefined)
 : 1 | 6 | 0 | 1 | -15 | -27 | 1 | .
- CCCNC(=O)C[C@H]1C[C@H]2c3cc(NC(=O)Nc4ccccc4)ccc3O[C@H]2[C@H](CO)O1
 : . | 10 | . | 4 | 5 | 5 | -6 | -5
- COc1ccc(C2CC(c3ccccc3)=NN2c2ccc(Cl)c(C(=O)O)c2)cc1 (centres undefined)
 : -4 | 3 | -1 | 2 | 4 | -38 | 2 | 5
- CCC(C)[C@H](NC(=O)C1CCN(C(=O)[C@H](Cc2ccccc2)NC(=O)OC(C)(C)C)CC1)C(=O)O (some centres undefined)
 : 0 | 3 | -1 | -12 | -2 | 2 | 1 | -1
- O=C(COC(=O)C1=COCCO1)Nc1ccc(Cl)cn1
 : 2 | -1 | -1 | 4 | 12 | -3 | 3 | 5
- O=C(CNC(=O)c1ccc([N+](=O)[O-])cc1)N/N=C\c1ccc(OC(=O)c2ccccc2)cc1
 : . | 3 | . | . | 10 | . | 3 | 2
- Cc1cc(C)cc(C(=O)N2CC(C)SC2=Nc2cccc(S(=O)(=O)N(C)C)c2)c1 (centres undefined)
 : 5 | 4 | -2 | -11 | 25 | -3 | -2 | .
- COC(=O)c1cccc(NC(=O)CSc2nnc(-c3ccco3)o2)c1
 : -10 | 0 | -3 | 20 | -4 | -18 | -15 | 37
- C[C@H](CO)N1C[C@H](C)[C@@H](CN(C)Cc2ccc(C(=O)Nc3ccccc3N)cc2)Oc2c(NS(C)(=O)=O)cccc2C1=O
 : 13 | 4 | -2 | 0 | . | 2 | . | -2
- CCOC(=O)C1=C(C)N(c2ccc(OC)cc2)C(=O)/C1=C\c1ccc(O)c(OCC)c1
 : -3 | . | -2 | 17 | 6 | 1 | -6 | .
- C[C@@H]1CN([C@@H](C)CO)C(=O)c2cc(C3=CCCCC3)cnc2O[C@H]1CN(C)C(=O)Nc1cccc(F)c1
 : -3&3&7 | -2&1&-2 | 3&-3&-3 | 5&-1&-6 | -2&-15&-21 | 3&-15 | 1&0 | 5&4
- C[C@H]1CN([C@@H](C)CO)S(=O)(=O)c2ccc(C#CCN(C)C)cc2O[C@H]1CN(C)S(=O)(=O)c1cccc(F)c1
 : 1 | -2 | . | 5 | -31 | -18 | 1 | -4
- O=P(O)(C(O)c1ccccc1)C(O)c1ccccc1 (centres undefined)
 : -4 | 2 | -2 | 5 | 21 | 0 | -7 | 10
- O=C(CNCc1cccs1)Nc1cc(S(=O)(=O)N2CCCC2)ccc1Cl
 : 3 | 4 | -2 | 0 | 1 | -1 | -7 | 12
- O=C(O)c1csc(-c2ccccc2)n1
 : 2 | 1 | . | 9 | -10 | 15 | -6 | 8
- Cc1cc(C)c(S(C)(=O)=O)c(N(C)NC(=O)c2c(F)cccc2F)n1
 : 1 | -10 | 0 | 9 | -1 | 5 | -11 | 5
- C[C@@H]1CN([C@@H](C)CO)C(=O)c2cc(NC(=O)Nc3cccc4ccccc34)ccc2O[C@@H](C)CCCCO[C@@H]1CN(C)Cc1ccncc1
 : 3 | -1 | 0 | 14 | . | 10 | . | -5
- C[C@H]1CN(S(=O)C(C)(C)C)[C@@H](CCO)/C1=C\c1ccccc1 (some centres undefined)
 : 2 | -2 | -3 | -4 | -2 | -15 | 1 | -5
- CC(=Cc1ccccc1)C(=O)c1ccccc1
 : 2 | -1 | 6 | -6 | -5 | 2 | . | 2
- CCCCn1c(NCc2ccccc2O)nc2ccccc21
 : 0 | -2 | 3 | 4 | 5 | -29 | 8 | .
- COP(=O)(OC)C(Nc1cc(Cl)cc(Cl)c1)c1cccc(O)c1 (centres undefined)
 : 2 | . | -5 | 4 | 14 | -25 | -2 | .
- Cc1cccc(C)c1C(O)c1ncc(-c2ccccc2F)[nH]1 (centres undefined)
 : 2 | 0 | 4 | -7 | -13 | -4 | 2 | .
- O=C(Cn1cccc1C(=O)c1ccccc1)NCCC1=CCCCC1
 : 1 | . | -1 | 11 | 17 | -2 | -2 | .
- C[C@@H]1CCCCO[C@@H](CN(C)C)[C@@H](C)CN([C@H](C)CO)C(=O)c2cc(NC(=O)C3CCCCC3)ccc2O1
 : -6 | -1 | -2 | -3 | -7 | -4 | . | -1
- COc1ccccc1C/C(N)=N/OC(=O)COc1ccc2ccccc2c1
 : -2 | -5 | -4 | 13 | . | -26 | . | 2
- CO[C@@H]1CN(C)C(=O)c2ccc(NS(=O)(=O)c3ccccc3)cc2OC[C@@H](C)N(Cc2ccccn2)C[C@@H]1C
 : 0 | 0 | 0 | 3 | -21 | -4 | -9 | -2
- CCc1ccc(CN(C)Cc2nc(COc3ccccc3)no2)nc1
 : -11 | . | -6 | 7 | -5 | 7 | -13 | -9
- CNC[C@@H]1Oc2ncc(-c3cccc(F)c3)cc2C(=O)N([C@@H](C)CO)C[C@@H]1C
 : -11 | -2 | 0 | -4 | . | -23 | -7 | -7
- CC1CC(C)CN(C(=O)C2CCCN(S(=O)(=O)c3cnc[nH]3)C2)C1 (centres undefined)
 : 1 | -2 | . | -11 | -4 | 5 | 1 | 4
- O=S(NCc1ccco1)C12CC3CC(CC(C3)C1)C2 (centres undefined)
 : -2 | -2 | 1 | 12 | . | 7 | . | -13
- Cc1cc(C)c2c(n1)sc1c(=O)n(Cc3ccc(F)cc3)cnc12
 : 0 | . | 6 | -2 | 17 | -22 | 11 | 4
- CCCSc1nnc(CN2CCOCC2)n1C
 : . | -2 | . | . | -13 | . | -2 | 2
- O=C(NCCN1CCOCC1)Nc1ccc(Cl)cc1
 : . | 1 | . | . | -30 | . | -6 | -2
- c1ccc(Cc2noc(CN3CCCN(C4Cc5ccccc5C4)CC3)n2)cc1
 : 1 | -3 | -4 | 3 | 11 | -2 | . | 0
- COCC#Cc1cnc2c(c1)C(=O)N([C@H](C)CO)C[C@@H](C)[C@@H](CN(C)C(=O)c1ccc3c(c1)OCO3)O2
 : 7 | 1 | -1 | -4 | . | 8 | . | -4
- COc1ccc(S(=O)(=O)NCCCCC(=O)O)cc1C(=O)O
 : -52 | -6 | 0 | 6 | -12 | -9 | 2 | 1
- CCCS(=O)(=O)NC(=O)C1(C)CCN(C(=O)c2cc(-c3cccs3)oc2C)C1 (centres undefined)
 : 0 | 2 | 1 | -1 | . | 14 | -3 | 0
- O/N=C1\CCCc2c1nc(-c1ccccc1F)n2O
 : -1 | -6 | -2 | 7 | 1 | 0 | 4 | -1
- CC=Cc1ccc2n(c1=O)C[C@@H]1[C@@H](CO)[C@H](C(=O)NCc3ccccn3)N(CCC)[C@H]21 (mixture of isomers)
 : 15 | . | 3 | 11 | . | -5 | . | -8
- Cc1oc2cc(OCc3cnn(-c4ccccc4)c3)ccc2c(=O)c1Oc1ccccc1F
 : -16 | 9 | 8 | 5 | 8 | 9 | . | 3
- COc1ccc(C(=O)CSc2ccc3nnc(-c4cccnc4)n3n2)cc1
 : -5 | . | -4 | 8 | 2 | -1 | -8 | .
- Cc1ccccc1OCc1nc2ccccc2n1C
 : -6 | 0 | -2 | -92 | -133 | -39 | -4 | 4
- COC(=O)/C(=C1/Oc2ccc(C)cc2S1)C(F)(F)F
 : 9 | . | -2 | -27 | -20 | -104 | -3 | .
- Cc1noc(C)c1NC(=O)N(C)C[C@@H]1Oc2ccc(NC(=O)c3ccncc3)cc2C(=O)N([C@@H](C)CO)C[C@@H]1C
 : 16 | 0 | 1 | -4 | . | 0 | . | 13

Part of the list above, with bars between the fields:
SMILES | S100A4 inh HTS | PglD inh | ERAP1 inh | EWS-Fli inh | PAX8 inh HTS | LGR2 antag | FN deposit inh | PGC1a acetyl inh
CC(C)NC(=O)N1C[C@@H]2[C@H](c3ccccc31)[C@@H](CO)N2C(=O)c1ccccn1 | -11 | 2 | 0 | -4 | -30 | -8 | . | -2
O=C(N/N=C/C=C/c1ccccc1)c1ccncc1 | . | -3 | . | . | -17 | -6 | -1 | .
CO[C@H]1CC[C@H]2CCN(C)C(=O)CCCN(C)C(=O)c3cccc(C#N)c3OC[C@H]1O2 | 46 | 0 | 1 | -1 | 0 | -9 | 0 | .
CN(CCc1ccccc1)C(=O)CC1C(=O)NCCN1Cc1ccccn1 (centres undefined) | 16 | -1 | 5 | 3 | -1 | -12 | 2 | 0
CC(C)NC(=O)C1(C)Cc2c(-c3cccc(C(F)(F)F)c3)ccnc2O1 (centres undefined) | 1 | 6 | 0 | 1 | -15 | -27 | 1 | .

Compounds were not picked by outcome. About 2.1% of those tested had a hit in this group.
